# Source: PubChem
# UDG counter – UDG inhibition counter-screen | Potency, µM (highest dose often 115 µM), without a hit: top-dose activity change, negative = inhibition, usual class: inhibitors | FRET deamination/UDG coupled assay, UDG read, 4 h | AID 1347430 | 91,000 compounds, 0.14% hits; further: nearly all actives have a fitted effect of over 65% in size
# AID inh – blocks human AID cytidine deaminase activity. Potency, µM (doses to about 115 µM), for the others: at the highest dose activity change, negative = inhibition, most hits filed as inhibitors. 91,000 compounds, 0.32% hits. AID 1347428. AID deamination FRET fluorescence, UDG-coupled, 4 h. Q9GZX7; further: nearly all actives have a fitted effect of over 25% in size
# Target sequence (Q9GZX7 whole entry, looked up): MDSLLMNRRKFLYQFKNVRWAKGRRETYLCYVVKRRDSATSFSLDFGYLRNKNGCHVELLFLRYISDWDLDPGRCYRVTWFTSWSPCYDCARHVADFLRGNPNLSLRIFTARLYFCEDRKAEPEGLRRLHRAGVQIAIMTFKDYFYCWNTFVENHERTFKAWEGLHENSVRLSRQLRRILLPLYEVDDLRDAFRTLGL
# Starred values were filed as active, the others as inactive; u = inconclusive; [ ] = another dose, or the depositor's remark. The call rests on the fitted dose curve; in most records, active means well fitted curve in the direction sought with a large enough effect; inconclusive means small, poorly fitted or top-dose-only effect, or another doubt; inactive means no such curve, though single readings can be large; an effect the other way counts as inactive or inconclusive. On the % scale 0 is the no-effect control and ±100 the full control effect; potency means the concentration at half of the fitted maximal effect.
SMILES,UDG counter,AID inh
COC(=O)CC1=C(C(=O)OC)C(c2ccc(OC)cc2)C(C#N)=C(N)O1 (stereo not given),4%,6%
CC1CCCN(c2ncnc3c2nnn3C)C1 (stereo not given),7%,-14%
O=C(NCc1ccccc1)c1cc2cc(F)ccc2[nH]1,-8%,16%
COC(=O)C(NC(=O)C(Cc1ccc(OCc2ccccc2)cc1)NC(=O)C(CC(C)C)NC(=O)OC(C)(C)C)C(C)O (stereo not given),-2%,-1%
CCOC(=O)c1c(-c2ccc(OC)cc2)oc2ccc(OCc3ccc(F)cc3F)cc12,-5%[57.5 µM],-5%[57.5 µM]
COc1ccc(S(=O)(=O)NCC(c2ccco2)N2CCN(c3ccccc3F)CC2)cc1OC (stereo not given),5%[57.5 µM],2%
CCOc1ccc2c(=O)c(Oc3ccccc3)c(C)oc2c1,7%,-1%
Cc1ccc(/C=N/NC(=O)c2ccc(-c3ccccc3)cc2)c(C)c1,-11%,-4%
O=C(Nc1cccc(C(F)(F)F)c1)C1CCN(S(=O)(=O)c2cccs2)CC1,79µM*,u
CCOc1ccc(NC(=O)C(=O)NCc2ccco2)cc1,-4%[57.5 µM],9%[57.5 µM]
O=C(C1CCC1)N1CCc2cc(S(=O)(=O)NCc3ccc(F)cc3)ccc21,2%,10%
CCCCn1c(SCC(=O)NCc2ccc3c(c2)OCO3)nc2cc(C(=O)OC)ccc2c1=O,1%,-4%

# Reformatted: entries from further up.
# Values run as follows: UDG counter, AID inh
- COc1ccc(S(=O)(=O)NCC(c2ccco2)N2CCN(c3ccccc3F)CC2)cc1OC (stereo not given)
    5%[57.5 µM], 2%
- CCOc1ccc2c(=O)c(Oc3ccccc3)c(C)oc2c1
    7%, -1%
- Cc1ccc(/C=N/NC(=O)c2ccc(-c3ccccc3)cc2)c(C)c1
    -11%, -4%
- O=C(Nc1cccc(C(F)(F)F)c1)C1CCN(S(=O)(=O)c2cccs2)CC1
    79µM*, u
- CCOc1ccc(NC(=O)C(=O)NCc2ccco2)cc1
    -4%[57.5 µM], 9%[57.5 µM]
- O=C(C1CCC1)N1CCc2cc(S(=O)(=O)NCc3ccc(F)cc3)ccc21
    2%, 10%

# (continued)
SMILES,UDG counter,AID inh
Cc1ccccc1S(=O)(=O)Cc1ccc(C(=O)NCCc2ccccc2)o1,-23%,-4%
CCCC1CCC(c2ccc(OC(=O)c3cccs3)cc2)CC1 (stereo not given),8%,0%
COc1cc(C2C3=C(CCCC3=O)Nc3c(C#N)cnn32)ccc1O (stereo not given),-14%,-14%
COc1ccc(-c2cc(C)no2)cc1S(=O)(=O)NC(C)C,-28%,7%
Cc1ccc(NC(=O)CN2C(=O)CC(c3ccc(F)cc3)=Nc3ccccc32)cc1F,-5%,u
CC(C)c1cc(-c2nc(-c3cccc(Cl)c3)no2)n[nH]1,-9%,-14%
Cc1c(Cl)cccc1NC(=O)Cn1c(=O)n(Cc2nc(-c3ccccc3)no2)c(=O)c2cc3c(cc21)OCO3,-16%[57.5 µM],12%
CC(C)CNC(=O)CN1CCN(C(=O)c2cc3ccccc3[nH]2)CC1,-1%,7%
O=C(Nc1nc2c(F)cc(F)cc2s1)c1ccc2c(c1)OCCO2,8%,1%
CSc1ccc(NC(=O)Cc2cc(Cl)c3c(c2)OCCCO3)cc1,5%,-1%
Cc1cc(C)c(NC(=O)Cn2c(SCC(=O)NCc3ccccc3)nc3ccccc32)c(C)c1,-1%,6%
O=C(O)CCC(=O)N1CCN(CCc2ccccc2)CC1,11%,2%

# Record cards (already shown). Values in the order: UDG counter, AID inh
# CC(C)c1cc(-c2nc(-c3cccc(Cl)c3)no2)n[nH]1 reads -9%, -14%
# O=C(O)CCC(=O)N1CCN(CCc2ccccc2)CC1 reads 11%, 2%
# Cc1ccc(NC(=O)CN2C(=O)CC(c3ccc(F)cc3)=Nc3ccccc32)cc1F reads -5%, u

# Further structures:
SMILES,UDG counter,AID inh
Cc1ccc(-c2cn3c(n2)sc2cc(C(=O)N4CCCCC4)ccc23)cc1,15%,u
Cc1ccc(-c2nnc(Nc3ccc(Br)cc3)c3ccccc23)cc1S(=O)(=O)N1CCCCC1,u,-7%
N#Cc1nc(-c2ccc(Cl)cc2)oc1N1CCCC1,0%,8%
O=C(NCCCN1CCN(c2ccccc2F)CC1)c1sc2ncccc2c1-n1cccc1,-12%,-21%
Cc1ccc(Cn2c(SCc3ccc(C(=O)O)cc3)nc3cccnc32)cc1,2%,-12%
O=C(CSc1nnc(-c2ccccc2F)o1)Nc1cccc(C(F)(F)F)c1,2%,11%
Cn1c(SCc2ccc(F)cc2)nc2ccc(C(=O)NCc3ccc(F)cc3)cc21,1%,28µM*
N#Cc1ccc(COc2ccc3ccccc3c2CN2CCCCC2)cc1,0%,-10%
COc1ccc(C)cc1NC(=O)c1c2c(nc3ccccc13)C(=O)N(C1CCCCC1)C2,-11%,u
Cc1ccccc1S(=O)Cc1ccc(C(=O)N2CCN(c3cccc(C)c3C)CC2)o1 (stereo not given),-3%,u
COc1ccc(OC)c(NC(=O)c2nc(SCc3ccccc3F)ncc2Cl)c1,-3%,-6%
Cc1nn(-c2ccc3nncn3n2)c2c1C(c1ccccc1Cl)CC(=O)N2 (stereo not given),0%,-9%
CCOC(=O)c1c(C)[nH]c(C)c1S(=O)(=O)N1CCC(C(=O)N2CCN(c3cccc(C)c3C)CC2)CC1,u,-20%
CCOC(=O)C(CC)Oc1ccc2c(=O)c(Oc3ccccc3Br)coc2c1 (stereo not given),-6%,-4%
O=C(Oc1ccc2cc(-c3ccccc3)c(=O)oc2c1)N1CCOCC1,2%,3%
C=C(Cl)CN1CCC(C(=O)NCCc2ccccc2F)CC1,2%,3%
CCC(CC)c1nnc(NC(=O)COc2ccc3c(C)cc(=O)oc3c2)s1,1%,6%
CCOc1ccc(NC(=O)Cn2cc(C(=O)c3ccc(C)c(C)c3)c(=O)c3cc(OC)c(OC)cc32)cc1,-10%,0%
Cc1nn(CCCC(=O)NCCc2ccc(Cl)cc2)c(=O)c2c1sc1ccccc12,0%,-5%
Cc1ccc(C2C(C#N)=C(N)OC3=C2C(=O)CCC3)cc1 (stereo not given),7%,0%
c1ccc(-c2cc(NC3CCCC3)nc3ccccc23)cc1,-16%,-22%
O=C(NCc1ccc2c(c1)OCO2)c1n[nH]nc1Nc1ccc(OCc2ccccc2)cc1,-2%,18%
Cc1ccsc1CNC(C(N)=O)c1ccccc1 (stereo not given),-2%,1%
O=C(/C=C/c1ccsc1)c1ccccc1,-1%,-12%
Cc1cccc(CSc2cn(CC(=O)N3CCOCC3)c3ccccc23)c1,-19%,20%
COc1ccc(OC)c(CCNC(=O)CS(=O)(=O)Cc2nc(-c3cccc(Cl)c3)oc2C)c1,-6%,-6%
O=C(Cn1cc(S(=O)(=O)Cc2ccccc2F)c2ccccc21)NCc1ccccc1,-10%,76%[activator]
Cc1cc(C(=O)NCc2ccc(F)cc2)c2ccccc2n1,-5%,2%
CCCc1c(C)nc2ncnn2c1Nc1ccccc1,0%,-2%
COc1ccccc1/C=C/c1nc(C#N)c(N2CCN(c3ccccc3)CC2)o1,-18%,-17%
COc1ccccc1N1CCN(S(=O)(=O)c2c(C)sc3ncn(CC(=O)Nc4cccc(Cl)c4)c(=O)c23)CC1,6%,39%[activator]
CCCC(=O)Nc1c(C(=O)OCC)[nH]c2ccc(F)cc12,-4%,-8%
COc1ccc2c(c1)Cc1sc(NC(=O)c3ccccc3Cl)nc1-2,-14%,2%
O=C(OCCOc1cccc(Cl)c1)c1ccccc1C(=O)c1ccccc1,-6%,-6%
COc1ccc(NC(=O)C(C)n2nnc3sc(-c4ccccc4)cc3c2=O)cc1Cl (stereo not given),-9%,31%[activator]
CCc1ccccc1NC(=O)CN(c1ccccc1)S(=O)(=O)c1ccsc1C(=O)OC,u,10%

# Single values from the list:
# CCCC(=O)Nc1c(C(=O)OCC)[nH]c2ccc(F)cc12 – AID inh: -8%
# O=C(Cn1cc(S(=O)(=O)Cc2ccccc2F)c2ccccc21)NCc1ccccc1 – UDG counter: -10%
# CCc1ccccc1NC(=O)CN(c1ccccc1)S(=O)(=O)c1ccsc1C(=O)OC – AID inh: 10%

# Going on with the list:
SMILES,UDG counter,AID inh
Cn1cc(S(=O)(=O)N2CCCCCC2)cc1C(=O)Nc1ccccc1F,3%,9%
Cc1ccc(C)c(N2CCN(C(c3ccccc3)c3nnc(-c4ccccc4)o3)CC2)c1 (stereo not given),u,9%
NCCCC(N)(C(=O)O)C(F)F (stereo not given),-11%,-5%
Cc1cc(/C=C/C(=O)c2ccc(O)c(CCCl)c2)cc(C)c1OC(F)F,-16%,-10%
COc1ccccc1-c1noc(-c2ccc(NCc3ccco3)c([N+](=O)[O-])c2)n1,-4%,59%[activator]
Cc1cccc(-c2nc(CCNC(=O)Cc3ccccc3)cs2)c1,-4%[57.5 µM],-2%
COc1ccc(CCNC(=O)Cn2c(=O)nc(-c3ccccc3F)c3cc(Cl)ccc32)cc1OC,-1%,20%
Cn1ccc2cc(S(=O)(=O)N3CCCC(C(=O)NCc4ccc(F)cc4)C3)ccc21 (stereo not given),-18%,29%
CCc1ccc(NC(=O)Nc2ccccc2OCc2cc(=O)n3ccccc3n2)cc1,3%,6%
COc1ccc(C(=O)Oc2ccc(C(=O)c3ccc(OC)cc3)cc2)cc1,3%,-1%
COc1ccccc1CNC(=O)CSc1nc2ccccc2nc1N1CCCC1,-9%,-4%
Cc1ccsc1/C=N/N=C1c2ccccc2-c2ccccc21,-7%,-3%
COc1ccc(C2N=C(N)Nc3nc4ccccc4n32)cc1 (stereo not given),-4%,-5%
Cc1ccc(C)n1-c1nnc(N2CCC(C(=O)Nc3ccccc3Br)CC2)s1,-8%,u
Cc1cccc(NC(=O)Cn2cc(C(=O)c3ccco3)c3ccccc32)c1,13%,21%
COc1cccc(-c2nnc(SCC(=O)N3CCCCC3)o2)c1,8%,6%
COc1ccc(N2CCN(c3ncnc4c3nnn4C)CC2)cc1,-1%,-8%
CCn1nc(C)cc1-c1nn2c(-c3cccc(Cl)c3Cl)nnc2s1,-3%,-5%
CC(C)(C)C1CCc2nc(NC(=O)c3ccc([N+](=O)[O-])cc3)sc2C1 (stereo not given),u,-4%
Cc1ccc(S(=O)Cc2nc(-c3ccc(C(=O)NCc4cccc(C)c4)cc3)oc2C)cc1 (stereo not given),-17%,6%
Cc1c(C)c2ccc(OCC(=O)NCCCN3CCCC3=O)cc2oc1=O,5%,-3%
N[C@@H](Cc1ccccc1)c1nnc(SCc2ccc(Br)cc2)o1,-10%,-1%
CCOc1ccc(Cn2c(=O)oc3ccccc32)cc1,-6%[57.5 µM],148%[activator]
O=S(=O)(NCc1ccc(Cl)cc1)c1ccc(-c2cnc(C3CC3)o2)cc1,7%,-1%
CCCOc1ccc(/C=C(/C#N)c2nc3ccccc3[nH]2)cc1,-9%,-1%
CCc1ccc(C(=O)CSc2nc(-c3ccccc3)nc3c2CCCC3)cc1,10%,27%
CCCOc1ccc(C(=O)N(Cc2ccccc2Cl)C2CCS(=O)(=O)C2)cc1 (stereo not given),-12%,-28%
COC(=O)c1ccc(NC(=O)N2CCN(Cc3cc(=O)n4nc(-c5ccc(C)cc5)sc4n3)CC2)cc1,24%,22%
COc1cccc(OCc2nc3ccccc3n2CCOc2cccc(C)c2)c1,-9%,u
O=[N+]([O-])c1cc(S(=O)(=O)Nc2ccc(Cl)cc2)ccc1N/N=C/c1ccccc1Cl,-17%,-14%
Cc1ccc(/C=C/C(=O)/C=C/c2ccc(C)cc2)cc1,5%,-14%
Cn1cc(C(C(=O)O)N2CCC(Cc3ccccc3)CC2)c2ccc(C(=O)O)cc21 (stereo not given),-9%,-4%
Cc1ccc(-n2ncc(C(=O)N3CCN(C(=O)c4ccco4)CC3)c2C2CCN(C(=O)OC(C)(C)C)CC2)cc1,-20%,-22%
CCCOc1ccc(C(C)NC(=O)c2snnc2CC)cc1OC (stereo not given),-9%,-8%
COCCCN1CCc2nc(SCC(=O)Nc3ccc(C)c(Cl)c3)[nH]c(=O)c2C1,-16%,-13%
Cc1ccc(C(CNC(=O)c2oc3ccc(F)cc3c2C)N2CCC(C)CC2)o1 (stereo not given),-14%,-20%
Cc1ccc(-n2c(SCC(=O)NCc3ccccc3)nc3c([nH]c4ccccc43)c2=O)cc1,7%,2%
c1ccc(-c2nnc3sc(Cn4cccn4)nn23)cc1,-9%,7%
CCC1CCc2sc(-c3nnc(SCC(=O)NC(C)(C)C)n3C)cc2C1 (stereo not given),-5%,-11%
CCOC(=O)CCCCN(Cc1ccccc1F)S(=O)(=O)c1ccc(F)c(C(=O)Nc2cc(Cl)cc(Cl)c2)c1,-4%,-4%
CCCNC(=O)c1cccc(NC(=O)c2ccncc2)c1,9%,6%
Cc1cc(C)c(C#N)c(SCC(=O)Nc2ccccc2C#N)n1,10%,10%
CCN(CC)CCCNC(=O)c1cn(CC)c2ccc(S(=O)(=O)N3CCC(C)CC3)cc2c1=O,-9%,-25%
COc1ccccc1CNC(=O)C1CCCN(S(=O)(=O)c2ccc3c(c2)oc(=O)n3C)C1 (stereo not given),-2%,16%
C=CCOc1ccc(CNCC2CC2)cc1,-9%,-7%
CCc1ccccc1N1C(=O)N(C)c2ccccc2S1(=O)=O,1%,-7%
Cc1cc(NC(=O)Nc2nnc(N(C)Cc3ccccc3)s2)ccc1Br,u,-26%
COc1ccc(NC(=O)c2c(NC(=O)CNCC(C)C)sc3c2CCC(C(C)(C)C)C3)cc1 (stereo not given),3%,3%
CSC(C)C(=O)Nc1cccc(I)c1 (stereo not given),-3%,-1%
CCC(Oc1ccc(F)cc1)C(=O)Nc1c(C(=O)c2ccc(C)cc2)oc2ccccc12 (stereo not given),1%[57.5 µM],-16%

# Only part of the results is shown; rates above refer to the full screens.
